ERp5 block = ERp5 (human) disulfide isomerase inhibition | Q15084 | ERp5 insulin aggregation, absorbance 650 nm, 90 min | 350,000 compounds, 0.05% hits | inhibition, % at 9.99 µM;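 active means mean replicate inhibition above about 25%, with every replicate also reaching it, limit read from the data, passing the limit was not always enough; inconclusive means only one of those two criteria met; inactive means neither criterion met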
E-selectin induc = E-selectin induction on HUVECs; activation, % at 7.58 µM; AID 686992; P16581; 260,000 compounds, 0.37% hits; HUVEC E-selectin immunofluorescence imaging; normalized: neutral wells 0, TNF-alpha wells 100;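 active means mean E-selectin-positive cell signal at least 10% of the positive control, reached in at least 60% of replicates, without over 20% cell loss; inconclusive means no rule given, readout overlaps actives, possibly toxicity-flagged; inactive means the rest, including those meeting only one limit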;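 further: in these data hits start at about 27%; measured in HUVEC primary endothelial cells; signal is the percent of cells scored E-selectin positive by PE staining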
Target sequence (P16581 whole entry, looked up): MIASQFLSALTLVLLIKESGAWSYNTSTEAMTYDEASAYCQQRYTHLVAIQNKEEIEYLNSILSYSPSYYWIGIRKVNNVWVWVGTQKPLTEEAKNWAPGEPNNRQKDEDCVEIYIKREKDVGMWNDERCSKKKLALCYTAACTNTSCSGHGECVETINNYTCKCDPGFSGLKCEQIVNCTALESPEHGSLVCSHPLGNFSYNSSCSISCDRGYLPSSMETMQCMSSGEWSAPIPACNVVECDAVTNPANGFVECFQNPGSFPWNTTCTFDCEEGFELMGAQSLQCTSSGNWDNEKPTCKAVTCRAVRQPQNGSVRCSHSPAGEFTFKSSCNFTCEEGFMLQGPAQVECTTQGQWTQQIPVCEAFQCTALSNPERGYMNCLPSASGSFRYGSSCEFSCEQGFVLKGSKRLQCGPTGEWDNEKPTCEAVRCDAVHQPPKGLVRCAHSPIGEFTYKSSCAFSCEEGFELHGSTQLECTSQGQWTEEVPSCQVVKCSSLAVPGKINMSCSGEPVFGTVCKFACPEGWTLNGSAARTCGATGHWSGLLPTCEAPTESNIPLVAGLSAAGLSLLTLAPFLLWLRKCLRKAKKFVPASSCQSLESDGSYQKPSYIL
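Material: HUVEC primary endothelial cells; Amount: 3,000 cells per well; Dosing: single concentration; Medium: EGM-2 growth medium on 0.1% gelatin-coated wells; Read-out basis: percent E-selectin-positive cells; Signal: immunofluorescence imaging; Control set: TNF-alpha, DMSO.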
PglD inh = PglD (C. jejuni) enzyme inhibition; inhibition, % at 12.5 µM; 360,000 compounds, 0.098% hits; purified PglD enzyme, DTNB colorimetric CoA detection; in the data active means inhibition above about 16%, passing the limit was not always enough; inconclusive means no clear call, values can overlap the other calls; further: strong numbers were not always called active
Statin myotox sup = suppressors of simvastatin-induced myotoxicity in C2C12 myotubes; 330,000 compounds, 0.78% hits; ATP luminescence, 48 h; scaled: DMSO 0, geranylgeraniol control 100; AID 602340; rescue of ATP level, % at 7.49 µM;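 active means mean ATP rescue above about 67%, or every replicate alone reaching that limit, limit read from the data, passing the limit was not always enough; inconclusive means no clear call, values can overlap the other calls; inactive means mean under the limit and some replicate under it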;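 further: myotubes were challenged with 10 µM simvastatin during compound exposure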
S100A4 inh HTS = S100A4-myosin IIA interaction inhibition; S100A4/TAMRA-MyoIIA peptide fluorescence polarization; P26447; 360,000 compounds, 0.14% hits; AID 652163; inhibition, % at 10.7 µM;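 active means mean inhibition of at least 70% across replicates, with every replicate also reaching that level; inconclusive means mean inhibition reaches 70% but some replicates fall short; inactive means mean inhibition below 70%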
Target sequence (P26447 whole entry, looked up): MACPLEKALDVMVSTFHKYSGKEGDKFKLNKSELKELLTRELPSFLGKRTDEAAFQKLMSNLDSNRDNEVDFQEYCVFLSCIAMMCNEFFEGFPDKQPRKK
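Assay system: human S100A4 monomer with TAMRA-labelled myosin IIA peptide / Buffer or medium: Calcium-containing HEPES buffer, pH 7.2 / Reagent: TAMRA-labelled myosin IIA heavy-chain peptide probe, 5 nM / Compound: one dose per compound / Timing: polarization read 5 min after assay mix addition, stable 5–60 min / Benchmarks: neutral control DMSO, positive control TFP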
DENV2 CPE = inhibitors of DENV2 cytopathic effect; CPE inhibition, % at 9.99 µM; DENV2-infected cells, cytopathic effect rescue, plate reader; 350,000 compounds, 1.7% hits; in the data active means CPE inhibition above about 20%, passing the limit was not always enough; inconclusive means no clear call, values can overlap the other calls; tested in BHK-21 cells;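 further: 0% = median of neutral control wells and 100% = median of positive control wells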
SIRT5 inh = sirtuin-5 (human) deacylase inhibition; Purified SirT5, succinyl-peptide AMC, trypsin-coupled fluorescence; inhibition, % at 15 µM; 330,000 compounds, 1.1% hits; AID 652115; in the data active means inhibition above about 15%; inconclusive means no clear call, values can overlap the other calls
Target sequence (Q9NXA8 whole entry, looked up): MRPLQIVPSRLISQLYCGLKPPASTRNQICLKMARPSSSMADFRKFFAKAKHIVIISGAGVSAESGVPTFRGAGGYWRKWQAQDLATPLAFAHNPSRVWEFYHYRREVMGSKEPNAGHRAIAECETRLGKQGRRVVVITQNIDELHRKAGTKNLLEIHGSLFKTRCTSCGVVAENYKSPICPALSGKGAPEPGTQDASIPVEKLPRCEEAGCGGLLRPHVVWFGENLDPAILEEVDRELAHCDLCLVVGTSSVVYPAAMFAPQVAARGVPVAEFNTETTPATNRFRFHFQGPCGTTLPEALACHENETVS
An asterisk follows results filed as active; ? = inconclusive; / = not tested or not shown. Only part of the results is shown. The share of hits here may be higher or lower than overall.

Below each compound – ERp5 block	E-selectin induc	PglD inh	Statin myotox sup	S100A4 inh HTS	DENV2 CPE	SIRT5 inh
> CCCNC(=O)N1C[C@H](O)COC[C@H]2O[C@H](CC(=O)OC)CC[C@@H]21
  -1	0.0	2	8	-4	5	-4
> CCCNC(=O)C[C@@H]1CC[C@@H]2[C@@H](COc3ccc(NC(=O)c4cccc(F)c4)cc3C(=O)N2C)O1
  11	0.0	0	11	-4	-7	-3
> O=S1(=O)CCO[C@H]2Cc3ccccc3[C@H]2N1Cc1ccccc1
  -5	0.0	-3	10	0	/	3
> Cc1ccc(S(=O)(=O)NC2CC(C)(C)NC(C)(C)C2)cc1
  4	0.7	2	3	-4	8	0
> C[C@@H]1CCCCO[C@@H](CN(C)C(=O)CCC(F)(F)F)[C@@H](C)CN([C@H](C)CO)C(=O)c2cc(NC(=O)c3ccncc3)ccc2O1
  /	0.1	2	/	/	-3	/
> O=C(Nc1ccc(C2=NCCN2)cc1)c1ccc(C(=O)Nc2ccc(C3=NCCN3)cc2)c(Cl)c1
  4	0.9	3	-30	-7	1	-6
> O=C(CN1CCOCC1)Nc1c(C(=O)C2CC2)oc2ccccc12
  3	/	-4	-10	-9	12	-7
> CCC1CCCCN1C(=O)COc1ccc(S(=O)(=O)N2CCOCC2)cc1Cl (stereo not given)
  -19	0.2	0	7	-21	-7	1
> CC(C)C(O)C1CCN(Cc2nc(Cc3ccccc3Cl)no2)CC1 (stereo not given)
  -1	/	/	/	-13	-2	-4
> N#Cc1ccc(-c2csc(NC3=NCCCCC3)n2)cc1
  4	44*	/	/	7	/	-1
> O=C(O)c1cc(N2CCCC2)ccn1
  9	-0.1	/	/	-1	-10	1
> O=C1C=C(c2cccc3c2sc2ccccc23)C[C@@H](c2ccc(F)cc2)C1
  -3	-0.1	-2	5	-6	4	/
> O=C(c1ccco1)N1CCN(C(=S)NC2CC3CCC2C3)CC1 (stereo not given)
  -13	/	/	/	1	-4	-2
> COc1ccc2[nH]c3c(c2c1)CCN1C(=O)C(CC(=O)NCCCN(C)C)C[C@H](C(=O)N2CCOCC2)[C@@]31CCC1CCCC1 (stereo not given in full)
  -4	0.0	-3	-2	-1	-3	/
> O=C1CCC(=O)N1OCCOc1ccccc1
  0	-0.1	5	4	-13	/	-2
> C=C1C(=O)O[C@@H]2C[C@@H](C)[C@@H]3C=CC(=O)[C@@]3(C)[C@@H](OC(C)=O)[C@H]12
  -1	/	/	/	3	-19	/
> COc1ccccc1C(CNC(=O)C(C)(C)Oc1ccc(Cl)cc1)N1CCCC1 (stereo not given)
  5	-0.1	/	/	-6	5	-3
> O=C(CC1C(=O)NCCN1CC1CCCCC1)NCc1cc(F)ccc1F (stereo not given)
  0	0.9	/	1	-3	9	-1
> C[C@H](CO)N1C[C@H](C)[C@@H](CN(C)S(=O)(=O)c2ccccc2)OCCCC[C@H](C)Oc2ccc(NC(=O)NC3CCCCC3)cc2C1=O
  1	0.2	-2	/	-8	-4	2
> Cc1cc(C)n(-c2cc(N3CCOCC3)nc(-c3ccccc3)n2)n1
  0	/	5	3	3	-3	-1
> C[C@H](O)[C@@H]1C(=O)N2CCc3c([nH]c4cccc(-c5ccccc5)c34)[C@@H]2C[C@@H]1N(C)C(=O)Nc1ccccc1
  2	-0.2	/	/	4	-5	-4
> C[C@H](CO)N1C[C@H](C)[C@H](CN(C)C(=O)Nc2cccc3ccccc23)Oc2c(NC(=O)C3CC3)cccc2C1=O
  -4	-0.3	3	-15	-5	-11	1
> CC(=O)N/C(=C\c1cccs1)C(=O)O
  6	/	/	/	0	5	4
> C[C@H]1CN([C@@H](C)CO)S(=O)(=O)c2ccc(Br)cc2O[C@@H]1CN(C)Cc1ccccn1
  -1	-0.2	-1	/	15	18	0
> COc1cc(CN(C(=S)NCC(=O)O)C2CCCC2)cc(OC)c1OC
  1	/	/	/	-1	?	6
> COc1ccc(NC(=O)Nc2ccncc2)c(OC)c1
  -1	4.8	1	/	-2	5	-3
> CC1CN(C(=O)CCc2cc(C(C)(C)C)c(O)c(C(C)(C)C)c2)CC(C)O1 (stereo not given)
  -1	-0.2	0	-1	0	-4	0
> O=c1[nH]c(-c2ccccn2)nc(C(F)(F)F)c1Br
  2	/	/	/	-5	0	2
> CC(C)(C)S(=O)N1C[C@H]2CC(=O)C=C2[C@@H]1CCO (stereo not given in full)
  3	0.0	/	/	2	-3	-1
> Cn1c(=O)c2c(-c3ccccc3)n(-c3ccccc3F)cc2n(C)c1=O
  0	-0.1	-3	13	-3	7	-8
> Cc1cccc(-c2nc(Nc3cccc(O)c3)c3ccccc3n2)c1
  0	/	2	-27	-7	?	3
> CCC(=O)NC(=S)Nc1cccc(Cl)c1N1CCCC1
  -1	4.2	1	3	-3	/	-1
> CC(C)NC(=O)Nc1ccc2c(c1)C(=O)N([C@@H](C)CO)C[C@@H](C)[C@@H](CN(C)Cc1ccc(C(=O)O)cc1)O2
  3	-6.1	8	-2	1	25*	-3
> CCCC#Cc1ccc2c(c1)O[C@@H](CN(C)CC1CC1)[C@@H](C)CN([C@H](C)CO)S2(=O)=O
  6	-0.2	-1	33	-6	-8	-2
> S=C(Nc1ccc(Oc2ccccc2)cc1)N1CCOCC1
  0	0.1	-2	1	-2	5	-6
> C[C@@H]1CN([C@@H](C)CO)C(=O)Cc2cc(NC(=O)NC3CCCCC3)ccc2O[C@@H]1CN(C)S(=O)(=O)c1ccccc1
  0	-0.2	7	-20	4	?	0
> O=[N+]([O-])c1ccc(S(=O)(=O)NCC(c2cccnc2)N2CCc3ccccc3C2)cc1 (stereo not given)
  0	-0.4	2	-9	2	-5	0
> Cc1ccc(Cl)cc1NC(=O)CN1CCN(C(=O)C2CCCO2)CC1 (stereo not given)
  5	-0.1	6	-1	-2	0	-2
> CC(C)C[C@H](NC(=O)c1nc[nH]c1C(=O)N1CCN(c2ccccc2)CC1)C(=O)OC(C)(C)C
  3	-0.1	-1	-1	-3	/	3
> O=C(NC1CCCC1)N1CCCCN2[C@H](C1)[C@H](c1ccc(-c3cccnc3)cc1)[C@@H]2CO
  -5	0.0	-1	4	-2	2	-2
> CCOc1ccc(C(=O)CCC(=O)Nc2cc(C)ccn2)cc1
  0	1.0	0	-9	4	0	-5
> CCOC(=O)C1=C(C)NC(C)=C(C(=O)OCC)C1C(=O)OC1CCOC1=O (stereo not given)
  1	-0.2	-3	0	4	5	-3
> COc1ccc(N2C(=O)/C(=C/c3cccs3)NC2=S)cc1
  -5	/	-6	/	-1	4	1
> C[C@@H]1CN([C@@H](C)CO)C(=O)c2cc(C3=CCCCC3)cnc2O[C@@H]1CN(C)C(=O)c1ccc2c(c1)OCO2
  0	0.1	3	6	12	-4	10
> CCCN1C[C@H](C)[C@H](OC)CN(C)C(=O)c2cc(NC(=O)c3cccc(F)c3)ccc2OC[C@@H]1C
  6	-0.1	0	7	-2	0	3
> COc1ccc(Cc2noc(CN3CCN(C4CCc5ccccc5C4)CC3)n2)cc1OC (stereo not given)
  1	/	/	/	5	4	-7
> COc1ccc(Cl)cc1NC(=O)CSc1nc(-c2ccccc2)cc(=O)[nH]1
  2	/	3	-20	-2	-2	8
> COc1ccc(CNC(=O)/C(C#N)=C/c2cccc(OC)c2OC)cc1
  -5	/	-1	2	-3	0	-3
> CCOP(=O)(OCC)c1nc(-c2ccc(C)cc2)oc1NCc1ccccc1
  1	/	/	/	1	15	-9
> Cc1cccc(C(CC(=O)O)NC(=O)C(F)(F)F)c1 (stereo not given)
  -7	/	/	/	-4	-6	5
> CN1CCN(C(=O)CC2(CC(=O)O)CCCC2)CC1
  0	5.2	/	/	-1	-2	-1
> CCOC(=O)c1sc(NC(=O)C(C)Sc2nnc(N)s2)nc1C (stereo not given)
  0	2.4	/	/	1	5	3
> CNC[C@@H]1Oc2c(NS(=O)(=O)c3ccccc3)cccc2C(=O)N([C@@H](C)CO)C[C@@H]1C
  -5	-0.2	-1	-5	-6	-5	12
> NC(=O)c1cc(-c2csc(-c3cccnc3)n2)ccc1O
  0	0.0	-1	-21	-4	3	1
> COc1ccc(CCC(=O)NC(C)c2ccccc2)cc1OC (stereo not given)
  1	0.2	9	5	-1	-8	-5
> C[C@@H]1CN([C@@H](C)CO)C(=O)CCCn2nncc2CO[C@@H]1CN(C)Cc1cccc(C(=O)O)c1
  -4	-0.2	2	-5	-1	15	-15
> Cc1nn(C)c(C)c1S(=O)(=O)N(CC(=O)NCCN1CCOCC1)c1ccc(C(C)C)cc1
  -3	-0.1	-1	/	-4	-5	-2
> Nc1c(N2CCCCC2)c2ccccc2oc1=O
  1	/	/	-5	2	4	1
> CC(=O)c1ccc(-n2ccnc2)cc1
  2	/	/	4	-4	?	2
> COc1ccc(S(=O)(=O)Nc2ccccc2C(=O)NC2CC2)cc1NC(C)=O
  3	1.9	-3	2	7	5	-4

3 entries from above, sorted by molar mass, smallest number first:
Below each compound – ERp5 block	E-selectin induc	PglD inh	Statin myotox sup	S100A4 inh HTS	DENV2 CPE	SIRT5 inh
> O=C1CCC(=O)N1OCCOc1ccccc1
  0	-0.1	5	4	-13	/	-2
> Cc1ccc(S(=O)(=O)NC2CC(C)(C)NC(C)(C)C2)cc1
  4	0.7	2	3	-4	8	0
> COc1ccc(S(=O)(=O)Nc2ccccc2C(=O)NC2CC2)cc1NC(C)=O
  3	1.9	-3	2	7	5	-4

(list continues)
Below each compound – ERp5 block	E-selectin induc	PglD inh	Statin myotox sup	S100A4 inh HTS	DENV2 CPE	SIRT5 inh
> CCN(CC)CC(=O)NN(Cc1ccccc1)c1ccccc1
  2	/	/	/	-1	1	-4
> O=C(CN1C(=O)C2CCCCC2C1=O)Nc1ccc(S(=O)(=O)Nc2ncccn2)cc1 (stereo not given)
  -6	/	-2	5	-7	1	0
> CCC(C)C(CO)NC(=O)/C=C/[C@H]1O[C@@H](n2cnc3c(NC(=O)c4ccccc4)ncnc32)[C@H](O)[C@@H]1O (stereo not given in full)
  -6	0.1	-4	2	8	12	-4
> C/C(=N\NC(=O)c1csc(C)c1C)c1ccco1
  /	-0.9	0	-3	/	/	/
> C[C@@H]1CN([C@H](C)CO)C(=O)c2cc(NS(=O)(=O)c3ccc(Cl)cc3)ccc2O[C@H]1CN(C)C(=O)Nc1ccccc1
  -4	-12	3	-10	-24	0	6
> CCCN(C)C[C@H]1OCCCC[C@H](C)Oc2ccc(NS(=O)(=O)c3c(C)noc3C)cc2C(=O)N([C@H](C)CO)C[C@H]1C
  0	-0.3	3	/	-1	14	0
> C/C(=N\NC(=O)C1CC1)c1ccc(Cl)cc1
  0	121*	/	-6	1	9	-1
> CCC(C)NCCOCCOc1ccc(Br)cc1 (stereo not given)
  4	/	-1	0	-4	1	-4
> COc1cc(C2SC(C)C(=O)N2CCc2ccccc2)cc(OC)c1OC (stereo not given)
  -6	/	/	/	0	-4	7
> C[C@@H]1CCCCO[C@@H](CN(C)C(=O)c2ccncc2)[C@H](C)CN([C@H](C)CO)C(=O)c2cc(NS(=O)(=O)c3ccc(Cl)cc3)ccc2O1
  0	-0.2	6	/	10	-3	0
> OC(c1cccs1)(c1cccs1)C1C[N+]2(CF)CCC1CC2 (stereo not given)
  -2	/	1	-5	-4	10	0
> CC1(C)CC(=O)C=C(c2ccccc2-c2ccc3cc[nH]c3c2)C1=O
  10	-0.1	2	10	-3	8	/
> Cc1ccccc1NC(=O)c1nc(S(C)(=O)=O)ncc1Cl
  2	?	-10	?	-5	-4	-1
> CO[C@@H]1CN(C)C(=O)c2ccc(NC(=O)C3CCCCC3)cc2OC[C@H](C)N(C)C[C@@H]1C
  0	-0.1	1	9	-5	-2	-2
